Source: PubChem BioAssay (several laboratories)
JMJD2C inh: inhibitors of GASC-1 histone demethylase, primary screen, biochemical, fluorescence, DELFIA europium | GST-JMJD2C(1-420) H3K9me3 demethylation | inhibition, % at 2.35 µM | 330,000 tested, 0.069% active | AID 2099, 2009;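 active = more than half of a compound's replicate wells show inhibition beyond 50%, single wells judged on their own value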;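 also: signal counts dimethyl H3K9 product captured on neutravidin plate; 0% = median of DMSO wells and 100% = 0.3 times that DMSO median; strong numbers were not always called active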
Fh CTSL1 inh: Fasciola hepatica cathepsin L1 inhibitors, primary screen, counter-screen for PFM18AAP inhibitor project, biochemical, QFRET, fluorogenic peptide substrate; 300,000 tested, 0.49% active; recombinant F. hepatica cathepsin L1, Z-Leu-Arg-MCA fluorescence; inhibition, % at 5.96 µM;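 active = inhibition above the mean of all tested compounds plus 3 SD, set per screening campaign, cut at about 17% in these data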;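 also: 0% = plate median of test compound wells and 100% = 1 µM Z-Phe-Ala-diazomethylketone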
procasp3 activ: activators of human procaspase-3 D3A mutant, primary screen, biochemical, absorbance, PC-3 D3A mutant, single concentration; 330,000 tested, 0.11% active; Caspase-3 (Homo sapiens), P42574; recombinant procaspase-3 D3A, Ac-DEVD-pNA absorbance 405 nm; AID 463141, 2010; activation, % at 8.5 µM;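 active = activation above the mean of all tested compounds plus 3 SD, cut at about 21% in these data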;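 also: 0% = DMSO alone and 100% = DMSO wells spiked with extra 5 µM PC-3 D3A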
Target sequence (P42574 whole entry D9A/D28A/D175A): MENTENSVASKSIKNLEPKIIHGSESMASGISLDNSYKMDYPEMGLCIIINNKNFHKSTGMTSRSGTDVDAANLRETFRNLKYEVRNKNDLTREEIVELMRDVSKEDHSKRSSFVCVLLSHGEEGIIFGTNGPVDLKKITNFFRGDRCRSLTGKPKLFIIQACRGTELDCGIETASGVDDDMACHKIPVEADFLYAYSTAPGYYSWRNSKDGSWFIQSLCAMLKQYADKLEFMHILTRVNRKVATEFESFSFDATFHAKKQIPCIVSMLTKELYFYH
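Evaluation: percent activation relative to control range; Material: Procaspase-3 D3A mutant, all three cleavage aspartates alanine; Compound: single dose, 8.5 µM nominal compound, 0.8% DMSO; Replication: one well per compound; Signal: absorbance at 405 nm, 0 and 120 min; Schedule: 1 h preincubation plus 2 h reaction at 25 °C.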
PP1 inh: PP1-alpha phosphatase inhibitors, primary screen, counter-screen for PP5 inhibitor project, biochemical, fluorescence, OMFP substrate, single point. purified PP1alpha. inhibition, % at 6.7 µM. 320,000 tested, 0.9% active;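 active = inhibition above the mean inhibition of all tested compounds plus 3 SD, computed separately for each screening campaign, cut at about 15% in these data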
Target sequence (P62136 whole entry, looked up): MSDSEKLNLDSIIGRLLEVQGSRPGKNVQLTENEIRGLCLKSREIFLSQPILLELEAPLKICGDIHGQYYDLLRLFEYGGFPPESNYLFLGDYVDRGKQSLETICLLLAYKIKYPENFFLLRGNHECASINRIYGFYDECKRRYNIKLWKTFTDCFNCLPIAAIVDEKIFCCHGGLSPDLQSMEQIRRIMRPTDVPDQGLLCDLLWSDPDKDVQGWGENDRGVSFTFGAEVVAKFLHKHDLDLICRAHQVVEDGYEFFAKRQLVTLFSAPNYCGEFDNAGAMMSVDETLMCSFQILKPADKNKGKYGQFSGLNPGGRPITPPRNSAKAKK
Efflux pump inh: inhibitors of Candida efflux pumps in yeast, primary screen, S. cerevisiae, Nile Red, multiplex | 330,000 tested, 0.44% active | S. cerevisiae Candida pump triplex | inhibition, % at 10 µM;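 active = plate passing quality check with inhibition over a set limit, or well fluorescence over plate mean plus 4 SD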;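 also: Nile Red retained in pooled yeast measured as flow cytometry median fluorescence; 0% = buffer negative control and 100% = Enniatin B positive control; higher means more Nile Red kept so more efflux inhibition; some compounds called inactive have numbers as strong as hits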
HCV core dimer: inhibitors of HCV core protein dimerization, primary screen, biochemical, TR-FRET, high-throughput; inhibition, % at 5 µM; TR-FRET GST/Flag-core106 dimerization, 1536-well; AID 1899, 2009; 300,000 tested, 0.33% active;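 active = inhibition above the mean of all tested compounds plus 3 SD, set per screening campaign, cut at about 45% in these data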
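Test system: GST/Flag-tagged HCV core106 proteins; Medium: KF-containing HEPES buffer, pH 7.45, DTT, CHAPS, BSA; Times: compound-protein-antibody incubation 4 h at 22.5 °C; Detection: TR-FRET 671 and 617 nm emission; Benchmarks: wells lacking GST-core106 and wells with excess unlabelled core106.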
TPT1 inh: Candida albicans TPT1 enzyme inhibitors, primary screen, biochemical, fluorescence polarization; 300,000 tested, 0.81% active; inhibition, % at 5 µM; recombinant caTPT1, FP RNA substrate dephosphorylation;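 active = inhibition above the mean of all tested compounds plus 3 SD, set per screening campaign, cut at about 24% in these data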;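 also: plate controls were DMSO alone for no effect and ferristatin control at 100 nM for full effect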
PP5 primary: PP5 phosphatase inhibitors, primary screen, biochemical, fluorescence; purified PP5c, OMFP substrate fluorescence; inhibition, % at 6.7 µM; 320,000 tested, 0.18% active; AID 1987, 2009;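 active = inhibition above the campaign's mean inhibition across all tested compounds plus 3 SD, cut at about 9.5% in these data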;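 also: 0% = DMSO only and 100% = 100 µM cantharidin control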
proCasp7 act: procaspase-7 activators, primary screen, counter-screen for procaspase-3 activator project, biochemical, absorbance, HTS, human | Caspase-7 (Homo sapiens), P55210 | recombinant procaspase-7, Ac-DEVD-pNA absorbance 405 nm; D23A/D198A/D206A triple mutant, cannot self-cleave; scale: DMSO 0, 5 µM enzyme 100 | activation, % at 8.5 µM | 330,000 tested, 0.093% active | AID 463210, 2010;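 active = percent activation above the screen-wide mean plus 3 SD, cut at about 25% in these data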
Target sequence (P55210 whole entry D23A/D198A/D206A): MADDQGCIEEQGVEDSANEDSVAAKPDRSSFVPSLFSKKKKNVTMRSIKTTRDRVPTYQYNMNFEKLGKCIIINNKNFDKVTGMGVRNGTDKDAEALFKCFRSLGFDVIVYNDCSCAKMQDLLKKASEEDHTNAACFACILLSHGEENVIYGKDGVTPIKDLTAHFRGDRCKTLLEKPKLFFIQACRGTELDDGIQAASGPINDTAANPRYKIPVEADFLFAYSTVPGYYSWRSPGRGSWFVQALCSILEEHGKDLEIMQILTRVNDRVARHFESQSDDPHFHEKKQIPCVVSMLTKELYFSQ
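Assay system: Uncleavable procaspase-7 mutant enzyme / Input: 2 µM procaspase-7 mutant as dispensed / Dosing: single nominal 8.5 µM compound dose, 0.8% DMSO final / Timing: 1 h enzyme–compound preincubation and 2 h substrate reaction, both 25 °C / Detection: p-Nitroaniline absorbance at 405 nm, read at 0 and 120 min / Replication: singlicate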
* marks the source's active call; other numbers are inactive results; i = inactive; x = no result given.

Structure	Fh CTSL1 inh	HCV core dimer	procasp3 activ	proCasp7 act	JMJD2C inh	TPT1 inh	PP1 inh	Efflux pump inh	PP5 primary
COc1ccccc1N(CC(=O)NCc1ccccc1)S(C)(=O)=O	1	-4	-2	9	0	-8	2	-0.2	0.8
CN(C)CCCN(C(=O)c1ccc(C(=O)c2ccccc2)cc1)c1nc2c(F)cccc2s1	0	-11	-1	3	52	4	4	0.2	2.2
O=C(COC(=O)/C=C/c1ccc(Br)o1)Nc1ccccc1F	-5	11	9	5	-10	0	1	0.1	-0.7
COc1cc(C(=O)OCC(=O)Nc2cc(C)on2)ccc1OCc1ccccc1Cl	2	20	-6	-1	-1	-2	1	0.1	2.6
CN1CCc2c(sc3nc(NCCO)n(-c4cccc(Cl)c4)c(=O)c23)C1	1	-6	7	2	0	4	-1	0.0	3.1
COCCN(C(=S)Nc1ccc(OC)c(Cl)c1)C1CCN(C(C)C)CC1	1	1	0	-19	1	2	1	0.0	-0.9
CC(Oc1ccc(Cl)cc1Cl)C(=O)N(Cc1ccco1)C1CCS(=O)(=O)C1 (stereo not given)	2	5	1	1	1	-3	-1	0.0	0.2
CCOc1cc(C(=O)NC(C)c2ccncc2)cc(OCC)c1OCC (stereo not given)	0	0	5	10	-10	4	-5	0.1	0.0
COc1ccccc1C(=O)COC(=O)CNS(=O)(=O)c1ccc(NC(C)=O)cc1	-27	-5	-1	-3	-4	2	-9	0.1	-7.6
CC(C)COc1ccc(C(=O)Nc2sc3c(c2C(=O)O)CC(C)(C)OC3)cc1	2	7	4	-1	-13	-3	-1	0.0	0.6
Cc1ccc(S(=O)(=O)N2c3ccccc3NC(=O)CC2C)cc1 (stereo not given)	0	-2	2	15	-46	0	-4	0.1	2.9
O=C(Nc1cccc(-c2nn[nH]n2)c1)c1ccc(Cl)s1	-2	15	0	-5	1	-2	2	0.1	3.8
CCCC1c2ccsc2CCN1C(=S)NC (stereo not given)	0	-7	-5	1	-3	-2	-1	-0.1	-3.0
CC(C)CCNC(=O)C1CCC(=O)N1C(C)C (stereo not given)	-4	0	0	6	8	1	9	-0.3	-1.0
CCCCOC(=O)NC1CCS(=O)(=O)C1 (stereo not given)	0	1	3	15	-24	-1	-4	0.1	1.3
O=C(Nc1ccccn1)c1cc2ccccc2cc1O	9	-7	-3	-4	-1	-3	0	-0.1	-0.2
CC(C)Oc1ccc(C2NC(=O)c3ccccc3O2)cc1 (stereo not given)	-1	10	12	3	3	-2	-4	-0.1	2.5
CC1CCCCN1CCNC(=O)c1cc2c(-c3ccccc3F)nn(C)c2s1 (stereo not given)	4	1	8	6	-44	5	-2	-0.1	-0.5
CCCSc1nc2cc(C)c(C)cc2n1CC(O)CO (stereo not given)	-1	-2	-4	-5	-3	-3	-3	0.0	-1.5
NC(=O)CC(NC(=O)c1ccc(Br)cc1)c1ccc(N2CCCCCC2)c([N+](=O)[O-])c1 (stereo not given)	-1	8	-4	-4	0	-3	7	-0.1	2.5
CCc1ccc(S(=O)(=O)N/N=C\c2ccc3c(c2)OCO3)cc1	-1	-2	4	-1	1	-1	-2	0.0	2.8
O=C(Nc1ccccc1Cl)Oc1ccc(-c2ccccc2)cc1	-4	-4	10	1	0	-2	-3	0.2	0.1
COc1ccc(-c2nc(CS(=O)CC(=O)NCc3cccnc3)c(C)o2)cc1OC (stereo not given)	-1	-3	-1	0	2	-3	0	-0.2	-1.5
COc1ccc(C(=O)C2CCN(CC(=O)Nc3ccccc3F)CC2)cc1	1	-1	2	4	-1	5	-4	0.3	3.8
N#CC1(c2c(O)nc3n(c2=O)CCCS3)CCCCC1	-1	-9	-7	-9	28	-3	2	0.1	1.8
O=C(N/N=C/c1ccco1)c1cc(-c2ccccc2)n[nH]1	1	2	-3	2	13	3	1	-0.1	-0.3
Cc1ccc(C2(c3noc(CN4CCOCC4)n3)CCCC2)cc1	-1	2	2	-10	21	1	-3	0.1	3.4
O=C(CSc1ccc2nnc(-c3ccccn3)n2n1)N1CCOCC1	5	6	4	3	6	3	-2	0.2	0.1
COc1ccc(CC(=O)OCC(=O)NCc2ccc3c(c2)OCO3)cc1OC	x	x	-2	-2	9	x	x	0.1	x
O=C(CSc1nc2ccccc2o1)Nc1nccs1	4	3	-5	4	4	5	-6	0.0	-2.0
CCC(C)N(C)C1CCN(C(=S)Nc2ccc(OC)cc2)CC1 (stereo not given)	1	-5	-8	-10	4	0	-6	0.0	-1.6
CC(C)(C)C1CCC(=NNC(=O)c2cc3c(s2)CCCC3)CC1 (stereo not given)	3	-3	5	-20	-9	-1	1	0.3	3.2
COc1ccc([C@@]2(O)c3c(ccc(CC=C(C)C)c3O)NC(=O)[C@@H]2OC)cc1	2	-2	2	14	i	0	-2	0.4	6.7
O=C(COc1nsnc1N1CCOCC1)Nc1ccc(Br)cc1	1	4	4	4	-2	-3	-6	0.0	-1.6
CS(=O)(=O)CCC(C(=O)Nc1ccc2c(c1)OCO2)N1Cc2ccccc2C1=O (stereo not given)	5	6	-4	-27	-1	-1	-1	0.0	2.2
CCc1ccc(NC(=O)c2cc(-c3ccc(OC)cc3)on2)cc1	-3	4	6	2	86	-1	-1	0.2	3.1
Cc1ccc(-n2c(Cc3cccs3)nnc2SCC(=O)Nc2ccc(F)c(F)c2)cc1	-2	7	9	-3	0	1	11	0.2	4.2
Cc1cnc(C(=O)OCC(=O)NCc2ccc(Cl)cc2)cn1	x	x	7	-7	7	x	x	-0.1	x
COc1cc(OC)nc(NC(=O)CCl)n1	19*	0	0	-7	-12	4	-2	-0.1	1.1
O=C(O)c1[nH]c2ccc(Br)cc2c1CCN1C(=O)c2cccc([N+](=O)[O-])c2C1=O	-1	8	4	-2	-8	-2	2	-0.1	-2.2
Oc1ccc(-c2nnc(SCC3CCCCC3)o2)cc1	-2	0	4	12	i	-5	1	-0.2	3.0
O=c1c2ccccc2sn1-c1cc(S(=O)(=O)N2CCOCC2)ccc1N1CCOCC1	-4	2	-16	-25	9	2	-12	-0.1	-0.2
O=C(O)c1cc2n(n1)CCN(Cc1ccccc1Cl)C2=O	-2	-3	14	-9	7	-1	4	0.2	2.4
O=C(Nc1ccc(N2CCN(C(=O)c3cccs3)CC2)c(Cl)c1)c1cccnc1	-4	0	0	-6	-1	1	0	0.3	3.8
CN1C2CCC1/C(=C\c1ccccc1F)C(=O)/C2=C/c1ccccc1F	-3	5	3	4	-12	0	-2	0.2	-1.4
O=C(CNC(=O)C1COc2ccccc2O1)N/N=C/c1cc(Br)c(O)c(Br)c1 (stereo not given)	2	14	0	-1	10	2	5	-0.1	2.6
Cc1cc(=O)n(C)c(=O)n1CCCNc1ccccc1	0	-3	-4	-10	9	-2	-2	0.0	-0.6

Arranged by length of the SMILES (ascending): part of the list above
Structure	Fh CTSL1 inh	HCV core dimer	procasp3 activ	proCasp7 act	JMJD2C inh	TPT1 inh	PP1 inh	Efflux pump inh	PP5 primary
Oc1ccc(-c2nnc(SCC3CCCCC3)o2)cc1	-2	0	4	12	i	-5	1	-0.2	3.0
Cc1cc(=O)n(C)c(=O)n1CCCNc1ccccc1	0	-3	-4	-10	9	-2	-2	0.0	-0.6
O=C(O)c1cc2n(n1)CCN(Cc1ccccc1Cl)C2=O	-2	-3	14	-9	7	-1	4	0.2	2.4
Cc1cnc(C(=O)OCC(=O)NCc2ccc(Cl)cc2)cn1	x	x	7	-7	7	x	x	-0.1	x
CCc1ccc(NC(=O)c2cc(-c3ccc(OC)cc3)on2)cc1	-3	4	6	2	86	-1	-1	0.2	3.1
CN1C2CCC1/C(=C\c1ccccc1F)C(=O)/C2=C/c1ccccc1F	-3	5	3	4	-12	0	-2	0.2	-1.4
O=C(Nc1ccc(N2CCN(C(=O)c3cccs3)CC2)c(Cl)c1)c1cccnc1	-4	0	0	-6	-1	1	0	0.3	3.8
O=C(CNC(=O)C1COc2ccccc2O1)N/N=C/c1cc(Br)c(O)c(Br)c1 (stereo not given)	2	14	0	-1	10	2	5	-0.1	2.6
O=C(O)c1[nH]c2ccc(Br)cc2c1CCN1C(=O)c2cccc([N+](=O)[O-])c2C1=O	-1	8	4	-2	-8	-2	2	-0.1	-2.2
